Cardio protect – protects H9c2 cardiomyocytes from peroxide injury; H2O2 injury protection, ATPLite, 2 h; protection from H2O2 cell death, % at 20 µM; 0.63% of 360,000 active;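 active = compounds giving at least 50% protection of heart cells from peroxide-induced death in the single-dose screen, raw or plate-pattern-corrected value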;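 note: 0% = DMSO wells with peroxide and 100% = DMSO wells without peroxide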
Exocytosis inh – blocks lytic granule exocytosis. TALL-104 LAMP-1 surface exposure, flow cytometry; cells stimulated with thapsigargin and PMA. inhibition, % at 10 µM. 0.66% of 360,000 active. AID 651702;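 active = inhibition above about 55%, limit read from the data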
ABHD5 PLIN5 PPI – blocks binding of human ABHD5 to perilipin-5; Split G. princeps luciferase complementation, luminescence, 4 h; inhibition, % at 4 µM; 0.78% of 360,000 active; Q00G26+Q8WTS1;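 active = inhibition above the mean inhibition across every tested compound plus 3 SD, cut at about 22% in these data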;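 note: 0% = DMSO only wells and the 100% control is not disclosed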
iPSC survival up – increases survival of single human iPS cells; AID 602274; 0.044% of 360,000 active; survival enhancement, % at 20 µM; hiPSC single-cell survival, ATPlite luminescence; 100% = ROCK inhibitor wells, 0% = DMSO; in the data active = survival enhancement above about 18%;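 note: cells exposed to compounds for 16 hours before the ATP read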
ABCB6 inh MLPCN – human ABCB6 transporter inhibition; 0.19% of 360,000 active; fluorescence ratio to DMSO, % at 10 µM; Q9NP58; K562-ABCB6 porphyrin accumulation, flow cytometry, 1 h; active compounds read low;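 active = fluorescence ratio to DMSO below 75%, the collection mean minus 3 SD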;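 note: signal is porphyrin accumulated inside mitochondria; 100% equals median channel fluorescence of DMSO control wells; lower ratio means ABCB6 inhibition with less porphyrin fluorescence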
HTR2A ag – activates the mouse 5-HT2A serotonin receptor; P35363; CHO-K1 mHTR2A beta-arrestin complementation, luminescence; percent of 30 µM serotonin response; activation, % at 7.6 µM; 0.66% of 360,000 active; AID 624169;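 active = activation above a run cutoff, the mean activation of all tested compounds plus 3 SD, cut at about 14% in these data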;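 note: 0% = plate median of compound wells and 100% = 30 µM serotonin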
Target sequence (P35363 whole entry, looked up): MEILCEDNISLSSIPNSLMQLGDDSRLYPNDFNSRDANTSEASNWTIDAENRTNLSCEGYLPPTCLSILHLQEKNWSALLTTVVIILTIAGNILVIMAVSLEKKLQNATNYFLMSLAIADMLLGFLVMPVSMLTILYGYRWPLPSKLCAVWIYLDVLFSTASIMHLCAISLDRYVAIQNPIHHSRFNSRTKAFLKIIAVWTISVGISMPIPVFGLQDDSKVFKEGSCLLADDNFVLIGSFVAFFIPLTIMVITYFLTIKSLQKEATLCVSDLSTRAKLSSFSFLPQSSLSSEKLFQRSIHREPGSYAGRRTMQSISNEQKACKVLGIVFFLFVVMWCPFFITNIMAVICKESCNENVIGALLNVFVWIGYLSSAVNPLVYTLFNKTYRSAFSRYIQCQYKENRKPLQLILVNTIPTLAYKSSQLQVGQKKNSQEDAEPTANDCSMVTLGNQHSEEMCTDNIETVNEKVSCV
MC4R antag cAMP – antagonists of human melanocortin 4 receptor (MC4R) | P32245 | 0.48% of 360,000 active | inhibition, % at 6.5 µM | AID 540295 | MC4R-expressing cells, MTII-stimulated cAMP, LANCE TR-FRET;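 active = inhibition above its plate's cutoff, the mean of tested wells on that plate plus 3 SD, cut at about 29% in these data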;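 note: 0% = Melanotan II alone and 100% = Melanotan II plus saturating MCL0020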
Target sequence (P32245 whole entry, looked up): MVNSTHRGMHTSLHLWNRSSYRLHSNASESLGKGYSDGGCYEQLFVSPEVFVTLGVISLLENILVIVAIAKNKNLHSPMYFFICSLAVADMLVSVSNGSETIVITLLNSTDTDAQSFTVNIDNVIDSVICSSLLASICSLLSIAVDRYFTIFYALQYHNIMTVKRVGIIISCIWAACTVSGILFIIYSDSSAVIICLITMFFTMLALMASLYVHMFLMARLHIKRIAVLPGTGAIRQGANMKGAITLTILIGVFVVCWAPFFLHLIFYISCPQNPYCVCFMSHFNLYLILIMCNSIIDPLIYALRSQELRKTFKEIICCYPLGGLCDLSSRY
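Material – human MC4R-expressing U2OS cells · Repeats – no replicates · Detection – TR-FRET with Eu-cAMP and labeled anti-cAMP, 671 nm · Times – compound 30 min, challenge 1 h, detection 1 h · Compound – single nominal compound dose of 6.5 µM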
MC4R barr agon – agonists of human melanocortin 4 receptor (MC4R) beta-arrestin | P32245 | U2OS MC4R beta-arrestin complementation, luminescence; percent of melanotan II response, DMSO zero | activation, % at 8.9 µM | 0.98% of 360,000 active | AID 540308;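 active = activation above a per-plate cutoff, the mean activation of sample wells on that plate plus 3 SD, cut at about 8% in these data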
Glyco luc inh – blocks N-linked glycosylation in D54 reporter cells; reporter increase, % at 12.5 µM; 0.23% of 360,000 active; D54 ERlucT glycosylation luciferase reporter, 24 h; percent of 100 nM tunicamycin response;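 active = mean luciferase reporter signal, scaled so untreated is 0 and the glycosylation-blocking control 100, at or above a set limit in every replicate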;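 note: luciferase carries N-glycosylation sites so blocking glycosylation raises the light; 0% = median of neutral control wells and 100% = median of 100 nM tunicamycin wells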
aDG glyco act – alpha-DG glycosylation activation. Pro5-aDG cells, alpha-DG glycosylation AlphaScreen (IIH6); 0% Pro5, 100% B10-LARGE cell signal. activation, % at 10 µM. 0.22% of 360,000 active;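 active = activation of at least 8% versus controls, or a plate z-score of at least 8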;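 note: Pro5 are CHO cells carrying HIG-tagged alpha-DG that lacks glycosylation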
* marks the source's active call; other numbers are inactive results; . = no result given.

Values run as follows: Exocytosis inh | MC4R barr agon | MC4R antag cAMP | ABCB6 inh MLPCN | aDG glyco act | ABHD5 PLIN5 PPI | Glyco luc inh | Cardio protect | HTR2A ag | iPSC survival up
- CCCS(=O)(=O)c1c(S(=O)(=O)CCC)c2c(N)cccn2c1C(=O)c1ccc(F)cc1
    -1 | -2.8 | 6 | 106 | -0.4 | -8 | -4 | 0 | -3 | -1.2
- O=C1COC(c2ccccc2O)=NN1CCCl
    3 | 0.6 | 3 | 99 | -0.1 | -9 | 1 | -3 | 2 | 0.5
- COc1ccc(CCNS(=O)(=O)c2cnc(Cl)c(Br)c2)cc1OC
    -1 | 0.4 | 27 | 97 | 0.0 | -2 | -3 | 3 | -3 | -0.1
- O=C(CN1C(=O)S/C(=C\c2ccccc2Cl)C1=O)NC1C=CS(=O)(=O)C1 (stereo not drawn)
    25 | -0.5 | 17 | 99 | 0.1 | 1 | 8 | -1 | -1 | 0.2
- O=C(O)c1ccccc1NC(=O)C(Cc1ccccc1)N1C(=O)c2ccccc2C1=O (stereo not drawn)
    -2 | -1.1 | 10 | 95 | 0.1 | -4 | 1 | -2 | -6 | -0.7
- O=C(Nc1ccon1)c1nc[nH]c1C(=O)N1CCc2ccccc2C1
    -3 | -2.0 | 0 | 104 | -0.2 | -3 | 4 | 6 | -4 | -4.1
- Cc1cc(N)n(-c2ccc(C(=O)O)cc2)n1
    -3 | -0.1 | -9 | 99 | 0.0 | 2 | 2 | -2 | 3 | 0.5
- C[C@H]1COc2cc(N3CCSCC3)ccc2S(=O)(=O)N1
    -8 | . | . | 96 | 0.0 | -4 | . | . | 7 | 1.7
- COc1ccc(NC(=O)CN(C)C(=O)c2cccc3ccccc23)cc1
    1 | -0.5 | 12 | 98 | -0.2 | 2 | 1 | -3 | -4 | -0.1
- Cc1ccc(S(=O)(=O)Nc2nc(C)c(C(=O)N/N=C/c3ccccc3)s2)cc1
    -3 | -0.5 | 13 | 104 | 0.0 | -9 | 2 | -7 | 1 | -0.8
- Cc1ccc(NC(=O)C2=NNC(=O)CC2)cc1F
    -1 | -1.3 | -2 | 97 | -0.2 | -2 | 1 | 3 | 1 | 0.9
- CCSc1nnc(N(CCC#N)CCC#N)s1
    -1 | 2.4 | 9 | 97 | -0.1 | 1 | 0 | 6 | 4 | -0.7
- Cc1ccc(O)c(Nc2ncnc3ccccc23)c1
    -6 | 1.1 | 4 | 94 | 0.2 | -1 | -4 | -4 | 2 | -0.2
- O=c1c2[nH]cnc2n(-c2cccc(F)c2)c(=O)n1Cc1ccccc1
    -5 | 0.8 | 9 | 100 | -0.1 | -4 | 2 | 4 | 0 | -0.7
- O=C1NC(=S)NC1=Cc1ccccc1O
    28 | -3.3 | -11 | 115 | 0.0 | 2 | -1 | -3 | 1 | -1.6
- O=c1[nH]c(N2CCN(c3ccccc3)CC2)nc2c1CCCC2
    0 | -0.7 | 16 | 101 | 0.1 | 0 | 0 | 55* | 2 | -0.5
- CCN1CCN(Cc2ccc(NC(=O)c3ccc(C)c(NC(=O)c4ccnnc4)c3)cc2C(F)(F)F)CC1
    1 | 0.1 | 6 | 101 | 0.0 | 6 | -5 | 11 | 4 | 1.8
- CSc1nnc2n(-c3ccc(C)cc3)c(=O)c3c4c(sc3n12)COC(C(C)C)C4 (stereo not drawn)
    3 | 0.2 | 18 | 106 | 1.3 | -2 | 0 | 4 | 4 | 1.1
- Cn1c(=O)oc2cc(S(=O)(=O)NCc3ccco3)ccc21
    -1 | 1.1 | 3 | 94 | -0.1 | 2 | -1 | 4 | -2 | -1.1
- O=C1CCCN1CCCNCCCn1cnc2c(OCc3ccccc3)ncnc21
    2 | 2.0 | 3 | 98 | 0.1 | -4 | 0 | 15 | 2 | -0.1
- CCOc1cc(/C=N\Nc2ncc(F)c(N3CCOCC3)n2)ccc1Oc1nc(Cl)ncc1F
    83* | 0.3 | 7 | 94 | 0.6 | 5 | 1 | -9 | -1 | -0.6
- Cc1nc2ccccc2n1CC(O)Cn1c2ccccc2c2ccccc21 (stereo not drawn)
    58* | 0.0 | -6 | 100 | 1.0 | 29* | 0 | 1 | 2 | -2.1
- COC(=O)[C@@]1(Cc2ccc(F)cc2)[C@H]2c3cc(C(=O)N4CCCC4)n(Cc4cc(F)cc5c4OCOC5)c3C[C@H]2CN1C(=O)c1ccccc1
    6 | . | . | 93 | 0.0 | 18 | . | . | 9 | -0.6
- CCOc1ccc2c(c1)c(C(C)=O)c(C)n2-c1ccccc1
    -1 | 1.8 | 5 | 93 | 0.1 | -7 | -1 | 7 | -5 | -1.6
- CCC(C)(C)NC(=O)C(c1cccn1C)N(C(=O)Cn1nnc2ccccc21)c1ccc(OC)cc1OC (stereo not drawn)
    7 | 1.6 | 4 | 98 | 1.4 | 3 | -1 | 8 | 1 | -4.4
- Cc1nn(Cc2ccccc2)c(C)c1NC(=O)CCCn1nc([N+](=O)[O-])c(Cl)c1C
    6 | 0.8 | -3 | 90 | 0.6 | 9 | 0 | 10 | 3 | -1.3
- CCOC(=O)C(=O)N/N=C(/c1ccccc1)c1ccc(OC)cc1
    -8 | -3.1 | 11 | 89 | 0.0 | -1 | 0 | 13 | -3 | 0.3
- CC(NC(=O)COC(=O)CSCc1ccccc1)c1ccccc1 (stereo not drawn)
    0 | 0.2 | 17 | 92 | -0.3 | 1 | 1 | -2 | 2 | 1.2
- CCOc1ccccc1NC(=O)Nc1ccc(Br)cn1
    2 | -0.1 | 11 | 100 | 0.0 | 0 | 1 | 2 | -2 | 2.6
- COc1cc(/C=C2\COC/C(=C\c3ccc(O)c(OC)c3)C2=O)ccc1O
    64* | 7.9 | 8 | 100 | -0.3 | 54* | -12 | 53* | 0 | -0.8
- CC(Nc1ccc(Cl)cc1)c1cc(Cl)ccc1O (stereo not drawn)
    2 | -0.2 | 19 | 98 | -0.1 | 2 | 0 | 3 | -2 | -1.7
- O=C1NCCCCC1NS(=O)(=O)c1ccc(Cl)cc1 (stereo not drawn)
    -3 | -1.4 | 6 | 103 | 0.2 | -6 | 3 | -1 | -5 | -0.5
- O=C(NCCOc1ccc(Cl)cc1)c1ccc2ccccc2n1
    1 | -2.1 | -4 | 94 | 0.0 | -2 | 1 | -4 | -4 | -0.4
- Cc1c(C(=O)N2CCc3ccccc3C2)oc2ccc(S(=O)(=O)N3CC(C)CC(C)C3)cc12 (stereo not drawn)
    -2 | -0.4 | 11 | 97 | 0.1 | -1 | -4 | -9 | -5 | 3.4
- O=C1CCCC2=C1C1c3ccccc3C(=O)N1c1ccc(C(=O)c3ccccc3)cc1N2 (stereo not drawn)
    15 | 2.4 | 13 | 92 | 0.0 | 2 | 12 | -3 | -2 | 0.9
- COc1ccc(NC(=O)Nc2ccc3oc(C)nc3c2)cc1
    2 | 0.2 | 9 | 101 | -0.4 | -4 | 4 | -2 | 1 | -4.1
- CCN(CC)CCn1c(SCC(=O)NCc2ccccc2)nc2c(sc3ccccc32)c1=O
    18 | -3.1 | -5 | 98 | 0.3 | -6 | -2 | 0 | 4 | -0.2
- O=C(CSc1nc2ccccc2[nH]1)c1c[nH]c2ccccc12
    -4 | 0.3 | -7 | 93 | 0.1 | 5 | 2 | -5 | -1 | 0.0
- CN(C(=O)COC(=O)c1cccc(S(=O)(=O)N(C)c2ccccc2)c1)C1CCCCC1
    4 | 1.0 | 3 | 95 | 0.3 | -4 | 1 | -16 | -1 | -2.6
- C[C@@]12C(=O)N(Cc3ccc(F)cc3)CC(=O)N1[C@H]1c3cc(Cl)ccc3OC[C@@H]1[C@@H]2c1ccccc1
    -2 | -1.4 | 18 | 98 | 0.3 | 0 | -7 | -3 | 5 | -2.8
- O=C(Nc1cccc(C(=O)N2CCOCC2)c1)C1CCCC1
    -1 | -3.2 | 15 | 91 | 0.0 | -5 | 1 | -2 | -1 | 2.9
- CC(C)N(C(=O)[C@H]1C[C@H](CC(=O)NCCC2=CCCCC2)C(=O)N2CCc3c([nH]c4cc(-c5ccco5)ccc34)[C@]12C)C(C)C
    20 | 1.9 | 25 | 101 | 0.6 | 6 | -5 | 4 | 5 | -0.3
- COc1ccc(CCNC(=O)COc2ccc(-c3ccc(C)cc3)cc2)cc1OC
    -6 | 3.4 | 14 | 99 | 3.3 | 8 | -4 | -10 | -3 | 1.6
- C[C@@H](NC(=O)c1nc[nH]c1C(=O)NCc1ccccc1)c1ccccc1
    6 | 0.6 | -12 | 90 | 0.2 | 6 | 1 | 2 | -4 | -0.2
- CC1(C(=O)NS(=O)(=O)c2ccccc2)CCN1C(=O)CCc1ccc(Cl)cc1Cl (stereo not drawn)
    3 | -0.9 | -2 | 96 | 0.0 | -1 | 1 | 2 | 3 | 0.9

Structures listed so far marked active in Exocytosis inh:
molecule | Exocytosis inh | MC4R barr agon | MC4R antag cAMP | ABCB6 inh MLPCN | aDG glyco act | ABHD5 PLIN5 PPI | Glyco luc inh | HTR2A ag
CCOc1cc(/C=N\Nc2ncc(F)c(N3CCOCC3)n2)ccc1Oc1nc(Cl)ncc1F | 83* | 0.3 | 7 | 94 | 0.6 | 5 | 1 | -1
Cc1nc2ccccc2n1CC(O)Cn1c2ccccc2c2ccccc21 (stereo not drawn) | 58* | 0.0 | -6 | 100 | 1.0 | 29* | 0 | 2
COc1cc(/C=C2\COC/C(=C\c3ccc(O)c(OC)c3)C2=O)ccc1O | 64* | 7.9 | 8 | 100 | -0.3 | 54* | -12 | 0

Later entries.
Values run as follows: Exocytosis inh | MC4R barr agon | MC4R antag cAMP | ABCB6 inh MLPCN | aDG glyco act | ABHD5 PLIN5 PPI | Glyco luc inh | Cardio protect | HTR2A ag | iPSC survival up
- C=C(C)Cc1c(C)nc(-c2ccccc2)[nH]c1=O
    2 | -0.2 | 3 | 94 | -0.1 | -13 | 2 | -2 | -1 | -0.9
- COc1cc2c(cc1OC)C(c1c(Cl)cccc1Cl)NC(=O)C2 (stereo not drawn)
    2 | -0.8 | 1 | 100 | 0.1 | 0 | 2 | -1 | 4 | 1.5
- Cc1ccc(S(=O)(=O)CC2CSc3nc4ccccc4n32)cc1 (stereo not drawn)
    1 | -1.8 | -3 | 92 | 5.3 | -6 | 2 | -21 | 0 | 1.3
- CC(C)N(C(=O)CSc1nc2ccccc2n1Cc1ccccc1)C(C)C
    -1 | 0.8 | 1 | 94 | 0.4 | 2 | -3 | 4 | -4 | -2.3
- Cc1c(Cl)cccc1-n1nnnc1-c1cccs1
    2 | -1.5 | 11 | 95 | 0.1 | 5 | 0 | -2 | -7 | -0.1
- Cn1cc(S(=O)(=O)Nc2cccc3ccccc23)c(=O)n(C)c1=O
    -1 | -3.5 | 3 | 102 | 0.6 | 9 | 3 | 7 | 4 | -0.3

Structures from the list above containing bromine:
Values run as follows: Exocytosis inh | MC4R barr agon | MC4R antag cAMP | ABCB6 inh MLPCN | aDG glyco act | ABHD5 PLIN5 PPI | Glyco luc inh | Cardio protect | HTR2A ag | iPSC survival up
- COc1ccc(CCNS(=O)(=O)c2cnc(Cl)c(Br)c2)cc1OC
    -1 | 0.4 | 27 | 97 | 0.0 | -2 | -3 | 3 | -3 | -0.1
- CCOc1ccccc1NC(=O)Nc1ccc(Br)cn1
    2 | -0.1 | 11 | 100 | 0.0 | 0 | 1 | 2 | -2 | 2.6

High-throughput results: PubChem, several laboratories
